High-throughput results: PubChem BioAssay, National Center for Advancing Translational Sciences (NCATS)
Nrf2 ARE act: Nrf2 pathway activation; AREc32 ARE-luciferase reporter (MCF7-derived line), luminescence, 24 h; Potency, µM (titrated, usually from 46.1 µM), for inactives: at the top dose activation, most hits filed as activators; hit rate 0.31% among 410,000; note: potency is the fitted concentration of half-maximal effect; % of control where 0% means no effect; nearly all actives have a fitted effect of over 65% in size
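Cells of the AREc32 ARE-luciferase line are plated in OPTI-MEM containing 5% FBS and left overnight at 37 deg C. Compounds are pinned in, incubation continues 24 hr, and firefly luciferase signal is then measured.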
TGFb inhibitor: inhibitors of TGF-b signaling | HepG2 CAGA-GFP TGF-b/SMAD3 reporter, GFP fluorescence, 18 h; TGF-beta stimulated, 500 pg/mL final | Potency, µM (series often up to 46.1 µM), inactives show at the top dose activity, negative = inhibition, actives largely listed as inhibitors | hit rate 1.2% among 410,000 | AID 588855; note: potency is the fitted concentration of half-maximal effect; % is set by controls: 0 for no effect and ±100 for the full control effect; nearly all actives have a fitted effect of over 65% in size
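TGF-beta reporter screen: HEPG2 CAGA-GFP, 1% FBS, 500 pg/mL TGF-beta final, 18 h; per-cell GFP summed per well; curves fitted and categorized by class.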
EPAC2 agonist: agonists of human EPAC2 (RAPGEF4). Q8WZA2. EPAC2 activation, biochemical qHTS; response scale: 100% = 6.5 mM cAMP response. Potency, µM (highest dose often 154 µM), inactives show at the top dose activation, usual class: activators. hit rate 0.079% among 360,000. AID 720711; note: potency is the fitted concentration of half-maximal effect; nearly all actives have a fitted effect of over 50% in size
Target sequence (Q8WZA2 whole entry, looked up): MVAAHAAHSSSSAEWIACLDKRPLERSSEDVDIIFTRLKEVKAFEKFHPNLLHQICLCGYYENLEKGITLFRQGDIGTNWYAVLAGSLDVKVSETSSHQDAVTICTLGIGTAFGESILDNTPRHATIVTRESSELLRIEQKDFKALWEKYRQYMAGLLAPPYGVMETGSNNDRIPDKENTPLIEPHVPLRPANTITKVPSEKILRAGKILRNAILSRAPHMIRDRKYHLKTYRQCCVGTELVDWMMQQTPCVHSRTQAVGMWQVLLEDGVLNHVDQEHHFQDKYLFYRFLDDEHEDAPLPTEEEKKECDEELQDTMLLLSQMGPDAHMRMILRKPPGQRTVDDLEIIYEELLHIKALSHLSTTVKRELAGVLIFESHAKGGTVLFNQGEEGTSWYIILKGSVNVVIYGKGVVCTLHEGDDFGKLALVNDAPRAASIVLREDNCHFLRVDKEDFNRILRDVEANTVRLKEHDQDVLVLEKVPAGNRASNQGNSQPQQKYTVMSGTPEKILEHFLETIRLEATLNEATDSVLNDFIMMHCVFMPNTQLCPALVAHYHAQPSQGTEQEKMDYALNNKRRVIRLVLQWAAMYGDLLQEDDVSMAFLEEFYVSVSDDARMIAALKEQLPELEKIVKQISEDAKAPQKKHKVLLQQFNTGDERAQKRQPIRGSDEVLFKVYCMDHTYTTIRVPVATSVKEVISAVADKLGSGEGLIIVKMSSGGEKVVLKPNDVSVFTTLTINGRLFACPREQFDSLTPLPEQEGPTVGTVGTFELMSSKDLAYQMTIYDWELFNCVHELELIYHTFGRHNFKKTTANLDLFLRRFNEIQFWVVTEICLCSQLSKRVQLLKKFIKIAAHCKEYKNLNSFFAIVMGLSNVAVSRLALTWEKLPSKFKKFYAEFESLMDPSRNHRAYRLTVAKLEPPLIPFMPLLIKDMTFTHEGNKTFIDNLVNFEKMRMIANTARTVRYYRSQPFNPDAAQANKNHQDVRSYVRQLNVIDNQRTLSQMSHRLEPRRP
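Readout is BODIPY fluorescence (480 nm excitation, 540 nm emission), which falls as labeled GDP is exchanged off Rap1B. EPAC2 at 100 nM acted on 250 nM RAP1B-BODIPY-GDP with 50 uM GDP present.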
A549 viability: A549 cytotoxicity, counter-screen for Nrf2 inhibitors | A549 ARE-Fluc cells, CellTiter-Fluor viability, 18-24 h | AID 504648 | Potency, µM (highest dose often 46 µM), for inactives: at the top dose activity change, negative = cytotoxicity, most hits filed as inhibitors | hit rate 0.16% among 390,000; note: potency is the fitted concentration of half-maximal effect; % is set by controls: 0 for no effect and ±100 for the full control effect
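Cytotoxicity counterscreen: CellTiter-Fluor fluorescence was measured in A549 ARE_Fluc cells after 18-24 h of compound exposure in a concentration series. The subsequent BugLite luminescent read reports ARE-luciferase activity.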
ATXN2 expr inh: inhibitors of ATXN2 expression; HEK-293 ATXN2-luciferase reporter, luminescence, 24 h; hit rate 0.72% among 360,000; Potency, µM (series often up to 57 µM), inactives show at the top dose activity change, negative = inhibition, most hits filed as inhibitors; note: potency is the fitted concentration of half-maximal effect; % is set by controls: 0 for no effect and ±100 for the full control effect; nearly all actives have a fitted effect of over 55% in size
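qHTS (up to 57 uM final) was run with 24 h compound exposure of reporter cells at 37 °C. Each well was multiplexed: SteadyGlo luminescence measured ATXN2-luciferase expression after a fluorogenic Gly-Phe-AFC viability readout (25 uM final).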
Nrf2 block: blocks Nrf2 signaling; A549 ARE-Fluc reporter, luciferase luminescence, 18-24 h; Potency, µM (titrated, usually from 46 µM), for the others: top-dose activity change, negative = inhibition, most hits filed as inhibitors; hit rate 2.1% among 360,000; AID 504444; note: potency is the fitted concentration of half-maximal effect; % is set by controls: 0 for no effect and ±100 for the full control effect; nearly all actives have a fitted effect of over 60% in size
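Concentration-response testing used A549 ARE_Fluc cells at 5000 cells/well. Following an 18-24 h compound incubation, viability was read by fluorescence (Ex 405/Em 525) and luciferase output by luminescence.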
IL2 activator: IL-2 activation. IL-2 activation reporter assay, cell-based qHTS; stimulated with anti-CD3/CD4/CD28 beads; in transgenic mouse T cells. activation, % (series mostly up to about 46 µM). hit rate 0.065% among 360,000; in the data active = activation above about 50%; inconclusive = mostly about 30% to 49%; note: 0% is about no effect
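Unstimulated transgenic mouse T cells preincubated 60 min with compound, then stimulated with anti-CD3/anti-CD4-coated beads plus anti-CD28 for 18 h at 37 degrees C. IL-2 response read as EGFP and DsRed fluorescence by plate cytometry.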
S2 tox: reduces viability in counter-screen for ATXN expression inhibitors; S2 cells (HEK-293 line with an ATXN2-luciferase reporter) viability, CellTiter-Fluor protease fluorescence, 24 h; Potency, µM (series often up to 56.7 µM), hits mostly cytotoxic; hit rate 0.49% among 400,000; note: potency is the fitted concentration of half-maximal effect; nearly all actives have a fitted effect of over 40% in size
HepG2 viability: HepG2 cytotoxicity, counter-screen for TGF-b inhibitors | AID 588856 | Potency, µM (series often up to 46.1 µM), for inactives: at the top dose activity change, negative = cytotoxicity, usual class: cytotoxic | hit rate 0.76% among 410,000 | HepG2 CAGA-GFP viability, ATP luminescence, 18 h; note: potency is the fitted concentration of half-maximal effect; some results filed as inactive show a strong effect at the top dose
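HepG2 CAGA-GFP cells (1000/well, DMEM with 1% FBS) received compound, then TGF-beta at 500 pg/mL final, and were incubated 18 hours at 37 degrees C. Viability was read by CellTiter-Glo luminescence. Media-only wells were set as complete cell-killing and DMSO as no toxicity.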
Numbers without * were called inactive; & = joins results of further samples; [ ] = another dose, or the depositor's remark. Unless noted, calls come from the whole dose curve; as a rule, active = well fitted curve in the direction sought with a large enough effect; inconclusive = small, poorly fitted or top-dose-only effect, or another doubt; inactive = no such curve, though single readings can be large; an effect the other way counts as inactive or inconclusive.

For COc1ccccc1N1CCN(S(=O)(=O)c2c(C)sc3ncn(CC(=O)NCCN(C)C)c(=O)c23)CC1 the results were Nrf2 ARE act -0.3%&-0.5%, TGFb inhibitor 30%&1%, EPAC2 agonist 6%, A549 viability -5%&0%, ATXN2 expr inh 10%&1%, Nrf2 block -1%, IL2 activator 1.2, S2 tox inactive and HepG2 viability 8%&-13%.
For CC(C)C[C@H]1CN(CCCC[C@@H]2CNC(=O)C(=O)N2CCc2ccccc2)C(=O)C(=O)N1CCc1ccc(O)cc1 the results were Nrf2 ARE act 0.2%, EPAC2 agonist 8%, ATXN2 expr inh 3%, IL2 activator 0.7 and S2 tox inactive.
`Cc1ccccc1-c1nc2sc3c(c2c(=O)o1)CCC3` gave Nrf2 ARE act 0.1%, TGFb inhibitor 25%, EPAC2 agonist 16%, A549 viability -6%, ATXN2 expr inh 3%, Nrf2 block 6%, IL2 activator -0.6, S2 tox inactive and HepG2 viability -3%.
`CC(=O)Nc1ccc(Nc2nc3ccccc3nc2NS(=O)(=O)c2ccc(Cl)c([N+](=O)[O-])c2)cc1` gave Nrf2 ARE act 10%, TGFb inhibitor inconclusive, EPAC2 agonist -10%, A549 viability -3%, ATXN2 expr inh -6%, Nrf2 block 5%, IL2 activator 0.4, S2 tox inactive and HepG2 viability -10%.
For Cc1ccc(-c2nc(CCN3C(=O)c4ccccc4C3=O)cs2)cc1 the results were Nrf2 ARE act -0.2%, TGFb inhibitor 41%[activator], EPAC2 agonist 12%, A549 viability -5%, ATXN2 expr inh 89%[activator], Nrf2 block 25%, IL2 activator -3.1, S2 tox inactive and HepG2 viability -16%.
Screening CCN(CC)c1ccc(S(=O)(=O)N2CCCCC2)cc1NC(=O)C1CCC1 returned Nrf2 ARE act -0.7%, TGFb inhibitor inconclusive, EPAC2 agonist 5%, A549 viability -6%, ATXN2 expr inh 9%, Nrf2 block -5%, IL2 activator -6.1, S2 tox inactive and HepG2 viability -5%.
`Cn1c(SCC(=O)N2CCN(c3ccccc3)CC2)nnc1-c1ccncc1` gave Nrf2 ARE act -0.8%, TGFb inhibitor -1%, EPAC2 agonist 7%, A549 viability 3%, ATXN2 expr inh -5%, IL2 activator 4.2, S2 tox inactive and HepG2 viability -5%.
`CCCC(NC(=O)CCc1c(C)c2cc3c4c(oc3c(C)c2oc1=O)CCCC4)C(=O)O` (stereo not given) gave Nrf2 ARE act -0.8%, TGFb inhibitor -6%, EPAC2 agonist -5%, A549 viability 11%, ATXN2 expr inh -31%, Nrf2 block inconclusive, IL2 activator 0.4, S2 tox inactive and HepG2 viability -11%.
`CCCCc1cn(C[C@H]2CC[C@@H]([C@@H]3CC[C@H](Cn4cc(CCCC)nn4)O3)O2)nn1` gave Nrf2 ARE act 0.1%, TGFb inhibitor 2%, EPAC2 agonist 1%, A549 viability -3%, ATXN2 expr inh -4%, Nrf2 block -5%, IL2 activator 0.0, S2 tox inactive and HepG2 viability -12%.
For COc1ccc(NC(=O)CCN2CCN(c3ccc(F)cc3)CC2)cc1 the results were Nrf2 ARE act -0.8%, TGFb inhibitor 4%, EPAC2 agonist 12%, A549 viability 16%, Nrf2 block 11%, IL2 activator -0.2, S2 tox inactive and HepG2 viability -1%.
For Cc1cccc(CNC(=O)c2ccccc2N)c1 the results were Nrf2 ARE act 0.8%, TGFb inhibitor 5%, EPAC2 agonist 4%, A549 viability -17%, ATXN2 expr inh 17%, Nrf2 block 3%, IL2 activator 1.6, S2 tox inactive and HepG2 viability -1%.
Screening Cc1cccc(C)c1NC(=O)c1c(-c2ccccc2)noc1C returned Nrf2 ARE act -0.2%, TGFb inhibitor 1%, EPAC2 agonist -1%, A549 viability 5%, ATXN2 expr inh -15%, Nrf2 block 24%, IL2 activator 2.1, S2 tox inactive and HepG2 viability 7%.
Cc1ccc(SCC(=O)OCC(=O)NC2CCCCCC2)cc1 was read as Nrf2 ARE act 0.2%, TGFb inhibitor 5%, EPAC2 agonist 6%, A549 viability 1%, ATXN2 expr inh -9%, Nrf2 block 14%, IL2 activator -3.6, S2 tox inactive and HepG2 viability 5%.
`CC(C)NC(=O)C12CC3CC(C1)CC(n1cnc(Cl)n1)(C3)C2` gave Nrf2 ARE act -0.2%, TGFb inhibitor -5%, EPAC2 agonist 2%, A549 viability -3%, ATXN2 expr inh -1%, Nrf2 block -15%, IL2 activator -3.0, S2 tox inactive and HepG2 viability -4%.
For CCN(CC(=O)Nc1ccc(OC)cc1)C(=O)CCc1nc2ccccc2c(=O)[nH]1 the results were Nrf2 ARE act -0.1%, TGFb inhibitor inconclusive, EPAC2 agonist 6%, A549 viability -8%, ATXN2 expr inh 0%, Nrf2 block -14%, IL2 activator -0.2, S2 tox inactive and HepG2 viability -6%.
For O=C1CC(c2ccc(F)cc2)Sc2nc(-c3ccccc3)c(-c3ccccc3)n21 (stereo not given) the results were Nrf2 ARE act 0.1%[9.22 µM], TGFb inhibitor -6%, EPAC2 agonist -8%, A549 viability 21%, ATXN2 expr inh 2%, Nrf2 block -1%, IL2 activator 0.1, S2 tox inactive and HepG2 viability -21%.
Clc1ccc2nc(N3CCCCC3)[nH]c2c1 was read as Nrf2 ARE act -0.4%, TGFb inhibitor -5%, EPAC2 agonist 1%, A549 viability -2%, ATXN2 expr inh 20%, IL2 activator -1.7, S2 tox inactive and HepG2 viability -5%.
For COC(=O)C1CCN(CC(=O)Nc2ccc(C(=O)Nc3ccccc3OC)cc2)CC1 the results were Nrf2 ARE act -0.3%, TGFb inhibitor -6%, EPAC2 agonist 4%, A549 viability -5%, ATXN2 expr inh -9%, Nrf2 block -16%, IL2 activator -3.6, S2 tox inactive and HepG2 viability -4%.
For C[C@H](NC(=O)c1nc[nH]c1C(=O)N1CCN(C(=O)OC(C)(C)C)CC1)C(=O)OC(C)(C)C the results were Nrf2 ARE act -0.2%, TGFb inhibitor -1%, EPAC2 agonist -8%, A549 viability 11%, ATXN2 expr inh 1%, Nrf2 block 1%, IL2 activator -0.2, S2 tox inactive and HepG2 viability 4%.
Screening COC(=O)[C@]1(CC(C)C)N[C@H](c2ccc(-c3ccc(F)cc3)cc2)[C@@H]2C(=O)N(C)C(=O)[C@@H]21 returned Nrf2 ARE act 1.2%, TGFb inhibitor 0%, EPAC2 agonist -4%, A549 viability -5%, ATXN2 expr inh inconclusive, Nrf2 block inconclusive, IL2 activator -0.2, S2 tox inconclusive and HepG2 viability -21%.
Screening O=C(Nc1cccc(C(=O)N2CCOCC2)c1)c1cncc(Br)c1 returned Nrf2 ARE act -0.2%, TGFb inhibitor 0%, EPAC2 agonist 1%, A549 viability 7%, ATXN2 expr inh -4%, Nrf2 block 6%, IL2 activator 0.8, S2 tox inactive and HepG2 viability 0%.
O=C(CSc1n[nH]c(=O)n1C1CC1)Nc1ccc(F)c([N+](=O)[O-])c1 was read as Nrf2 ARE act 0.1%, TGFb inhibitor 2%, EPAC2 agonist 0%, A549 viability -4%, ATXN2 expr inh 5%, Nrf2 block 3%, IL2 activator -2.9, S2 tox inactive and HepG2 viability -4%.
For O=C(CCN1C(=O)NC2(CCCC2)C1=O)Nc1ccc(Sc2ccc(Br)cc2)cc1 the results were Nrf2 ARE act 5.8%, TGFb inhibitor -22%, EPAC2 agonist 6%, IL2 activator -4.4, S2 tox inconclusive and HepG2 viability -4%.
For COc1ccc(CCN(C)C(=O)C2CCCN(Cc3ccc(OC)c(OC)c3)C2)cc1OC (stereo not given) the results were Nrf2 ARE act 3.7%, TGFb inhibitor 5%, EPAC2 agonist 11%, A549 viability 0%, ATXN2 expr inh 2%, Nrf2 block 4%, IL2 activator 0.1, S2 tox inactive and HepG2 viability 1%.
Screening COc1ccc(N(Cc2cccs2)C(=O)c2ccco2)cc1 returned Nrf2 ARE act -0.9%, TGFb inhibitor 14%, A549 viability 0%, Nrf2 block -15% and HepG2 viability -1%.
Screening CN(C)CCNc1oc(-c2ccccc2Cl)nc1S(=O)(=O)c1ccccc1 returned Nrf2 ARE act -0.4%, TGFb inhibitor -24%, EPAC2 agonist 8%, A549 viability -6%, ATXN2 expr inh -13%, Nrf2 block 7%, IL2 activator 0.1, S2 tox inactive and HepG2 viability -9%.
CCN(CC(=O)Nc1ccc(NC(C)=O)cc1)C(=O)/C=C/c1ccc(C)o1 was read as Nrf2 ARE act -0.3%, TGFb inhibitor 2%, EPAC2 agonist -5%, A549 viability -3%, ATXN2 expr inh -2%, Nrf2 block 16%, IL2 activator 0.2, S2 tox inactive and HepG2 viability 1%.
CCOc1ccc(NC(=O)Cn2nc(-c3ccccc3Cl)n(CC)c2=S)cc1 was read as Nrf2 ARE act 3.9%, TGFb inhibitor inconclusive, EPAC2 agonist -9%, A549 viability -9%, ATXN2 expr inh -23%, Nrf2 block inconclusive, IL2 activator 7.5, S2 tox inactive and HepG2 viability -21%.
`CCOc1ccc(OCC)c(NC(=O)c2nnn(CC(=O)Nc3cc(Cl)ccc3OC)c2N)c1` gave Nrf2 ARE act 0.2%, TGFb inhibitor inconclusive, A549 viability -5%, ATXN2 expr inh inconclusive, Nrf2 block inconclusive, S2 tox 10µM* and HepG2 viability -6%.

Random excerpt: 2 compounds from above.
For O=C1CC(c2ccc(F)cc2)Sc2nc(-c3ccccc3)c(-c3ccccc3)n21 (stereo not given) the results were Nrf2 ARE act 0.1%[9.22 µM], TGFb inhibitor -6%, EPAC2 agonist -8%, A549 viability 21%, ATXN2 expr inh 2%, Nrf2 block -1%, IL2 activator 0.1, S2 tox inactive and HepG2 viability -21%.
`CC(C)NC(=O)C12CC3CC(C1)CC(n1cnc(Cl)n1)(C3)C2` gave Nrf2 ARE act -0.2%, TGFb inhibitor -5%, EPAC2 agonist 2%, A549 viability -3%, ATXN2 expr inh -1%, Nrf2 block -15%, IL2 activator -3.0, S2 tox inactive and HepG2 viability -4%.

An unsorted share of the library (roughly 4.3% active in at least one column).
